Screening results as filed in PubChem BioAssay.
aDG glyco up – increases alpha dystroglycan glycosylation; Pro5-aDG cells, alpha-DG glycosylation AlphaScreen (IIH6); 0% Pro5, 100% B10-LARGE cell signal; activation, % at 10 µM; hit rate 0.22% among 360,000;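 active means activation of at least 8% versus controls, or a plate z-score of at least 8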;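 further: Pro5 are CHO cells carrying HIG-tagged alpha-DG that lacks glycosylation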
Peg3 prom inh – inhibitors of Peg3 promoter. inhibition, % at 20 µM. hit rate 1.7% among 360,000. AID 588405. HeLa PEG-Prom luciferase reporter, luminescence, overnight;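 active means inhibition of at least 50% at 20 µM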
HIF-2a block – HIF-2a inhibition | 786-0 RCC cells HIF-2a reporter, luciferase luminescence, overnight | inhibition, % at 18.8 µM | hit rate 0.72% among 360,000 | AID 624352;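 active means inhibition of the luminescence signal of 40% or more relative to plate controls, in a single-dose primary screen at 18.75 µM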
NR2E3 ag-1 – NR2E3 (human) agonism. GST-NR2E3/biotin-RetCOR TR-FRET, 1536-well. hit rate 0.12% among 320,000. AID 2300. inhibition of corepressor binding, % at 4.78 µM. Q9Y5X4;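 active means percent inhibition above the cutoff of mean plus 3 SD of all tested compounds, set per screening campaign, cut at about 20% in these data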;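 further: 0% = DMSO wells and 100% = biotin wells as full block of FRET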
Target sequence (Q9Y5X4 whole entry, looked up): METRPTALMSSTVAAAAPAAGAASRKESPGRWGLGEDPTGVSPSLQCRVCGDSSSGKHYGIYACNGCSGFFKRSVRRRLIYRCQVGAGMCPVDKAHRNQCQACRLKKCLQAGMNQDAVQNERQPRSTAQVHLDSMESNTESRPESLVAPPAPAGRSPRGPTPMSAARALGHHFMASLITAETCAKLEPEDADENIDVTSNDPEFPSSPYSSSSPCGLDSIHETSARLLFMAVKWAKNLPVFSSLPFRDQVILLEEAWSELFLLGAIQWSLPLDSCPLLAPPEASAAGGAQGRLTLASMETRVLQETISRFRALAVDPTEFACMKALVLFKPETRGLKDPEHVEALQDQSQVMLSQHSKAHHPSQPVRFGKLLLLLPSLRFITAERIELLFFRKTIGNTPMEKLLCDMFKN
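Material: NR2E3–RetCOR corepressor complex / Incubation: Compound–protein incubation for 5 h at 4 °C / Dosing: compound at 4.8 µM, single dose / Detection: time-resolved FRET / Benchmarks: high control biotin, low control 0.6% DMSO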
Shn3 inh set2 – reduces Shn3 3'UTR luciferase signal in osteoblasts. Clone20 osteoblast Shn3 3'UTR firefly luciferase, 24 h. inhibition, % at 12.5 µM. hit rate 0.52% among 360,000. AID 588674;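 active means mean inhibition of at least 75% with every replicate also reaching 75%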;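 further: 0% = median of neutral control wells and 100% = pilot-screen positive control compound; some compounds past the cut are filed as inactive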
iPSC survival up – enhancers of human iPSC single-cell survival; survival enhancement, % at 20 µM; hit rate 0.044% among 360,000; hiPSC single-cell survival, ATPlite luminescence; 100% = ROCK inhibitor wells, 0% = DMSO; in the data active means survival enhancement above about 18%;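 further: cells exposed to compounds for 16 hours before the ATP read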
NR2E3 ag-2 – activates human NR2E3 receptor; Q9Y5X4; CHO-S Gal4-NCOR/VP16-NR2E3 two-hybrid, luciferase; inhibition of corepressor binding, % at 3.98 µM; hit rate 0.35% among 360,000; AID 602229;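 active means inhibition above the mean of all tested compounds plus 3 SD, cut at about 70% in these data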;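 further: 0% = DMSO with NR2E3 transfected cells and 100% = cells lacking NR2E3 construct; higher means lower luciferase signal from less NR2E3 corepressor binding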
KKLEB tox – counter-screen for CF NF-kB inhibitors: cytotoxicity; KKLEB CF airway cells viability, ATPlite luminescence, overnight; active compounds read low; cells stimulated with P. aeruginosa culture filtrate; AID 602141; hit rate 0.36% among 360,000; activity change (cytotoxicity), % at 5 µM;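 active means corrected activity change at or below -50% at 5 µM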
CF NFkB block – cystic fibrosis NF-kB activation inhibition | hit rate 0.86% among 360,000 | KKLEB NF-kB-GFP reporter, PAF-induced, GFP fluorescence overnight | AID 588850 | inhibition, % at 5 µM;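 active means at least 50% inhibition at 5 µM, scaled per plate between neutral and stimulator controls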;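 further: PAF is a Pseudomonas aeruginosa culture filtrate used as stimulus; plate controls were PAF-stimulated DMSO wells for no effect and unstimulated DMSO wells for full effect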
TWEAK Fn14 block – inhibitors of TWEAK-Fn14 interaction signaling; hit rate 2% among 360,000; inhibition, % at 10 µM; TWEAK-stimulated Fn14 reporter cells, luciferase luminescence, 8 h; in the data active means inhibition above about 50%
MITF TRPM1 inh – inhibitors of MITF-driven TRPM1 promoter in melanoma cells | inhibition, % at 12.5 µM | SK-MEL-5 TRPM1 promoter luciferase, 24 h | hit rate 0.83% among 330,000;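 active means mean inhibition across replicates of 60% or more, whatever share of single replicates reaches that level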; further: values of inactives mirror those of a sister screen read the other way
The depositor's hits bear a star; · = no result given.

SMILES	aDG glyco up	Peg3 prom inh	HIF-2a block	NR2E3 ag-1	Shn3 inh set2	iPSC survival up	NR2E3 ag-2	KKLEB tox	CF NFkB block	TWEAK Fn14 block	MITF TRPM1 inh
O=S(=O)(c1ccc(S(=O)(=O)N2CCC(O)CC2)cc1)N1CCCC1	-0.2	5	3	1	-13	-0.6	-17	-13	-6	1	-1
CC(C)(C)c1ccc(-c2noc(CCC(N)=O)n2)cc1	-0.2	49	87*	0	17	-2.8	80*	-9	18	11	71*
O=C(CSc1nc2ccccc2[nH]1)Nc1ccc2[nH]c(=O)[nH]c2c1	-0.1	-1	15	-3	0	1.5	-23	-5	6	2	8
COc1ccc(NC(=O)/C(C#N)=C/c2c(C)nn(-c3ccc(F)cc3)c2Cl)cc1OC	-0.3	22	43*	5	14	-0.3	10	-3	17	44	-3
Cc1cc(NC(=O)C2CCCC2)nc2c1c(=O)oc1ccccc12	-0.4	5	-56	4	1	0.0	-41	20	-34	35	4
CSCCC(NS(=O)(=O)c1cccc(C(F)(F)F)c1)C(=O)Nc1ccccc1N1CCCC1 (stereo not drawn)	0.1	19	11	3	5	-0.6	-3	0	22	7	5
O=C(Nc1ccccc1)Oc1cccc(Br)c1	-0.1	-73	-104	-7	-13	0.5	-51	-1	16	6	-10
CCn1c(C(=O)NCc2ccccn2)cc2sccc21	0.1	-62	-6	-2	16	-3.2	-12	-16	10	-18	6
COc1ccc(-c2nnn(CC(=O)N(CCO)C(C(=O)NC3CCCC3)c3ccncc3)n2)cc1 (stereo not drawn)	0.0	-2	8	1	-9	-1.1	-11	4	-10	15	7
COC(=O)c1oc(-c2ccccc2)nc1C	-0.2	9	9	-1	7	-0.7	5	1	0	-1	3
CCc1ccc(NC(=S)N(CCN2CCCCC2)Cc2ccco2)cc1	1.3	-14	-20	-4	13	0.0	-31	-7	13	-6	1
COc1cccc(NC(=O)c2ccccc2N2C(=O)C3C4C=CC(C5CC45)C3C2=O)c1 (stereo not drawn)	0.1	25	-1	2	1	-0.3	8	-11	27	7	-1
Cc1cc(C)c(S(=O)(=O)N2CCCC2)c(C)c1	-0.3	5	20	0	-2	3.2	-16	2	-30	8	6
O=C(O)/C=C/C(=O)N1CCN(c2cccc(Cl)c2)CC1	0.7	0	7	-1	1	-2.9	-19	8	-18	-7	3
O=C(CN1CCN(CN2C(=O)NC3(CCCCCC3)C2=O)CC1)Nc1ccc(F)cc1	0.0	-6	5	0	-12	0.1	15	12	3	1	7
CC(C)c1ccc(NC(=O)COC(=O)C2=COCCO2)cc1	0.0	-42	-74	1	-15	1.1	0	-7	-17	-29	-18
O=C(c1ccccc1)[C@@H]1[C@@H](C(=O)c2ccc(F)cc2)[C@@]2(C(=O)Nc3ccccc32)[C@H]2c3ccccc3C=CN12	0.0	-38	-85	0	-39	-1.0	-49	9	-10	28	5
Cc1cc(C)c(NC(=O)CNC(=O)c2cc(C3CC3)nc3c2cnn3C(C)C)c(C)c1	0.0	5	-9	·	-8	-1.9	13	-4	-11	-62	·
CCOC(=O)c1cccc(NC(=O)CCS(=O)(=O)c2ccc(Br)s2)c1	0.3	3	15	1	-3	-2.1	-2	5	-7	-2	5
CCOC(=O)c1c(N=CN(C)C)c(C#N)c2n1CCCC2	0.3	10	13	5	8	-2.5	-14	-5	0	-14	4
CC(C(=O)O)c1n[nH]c(=O)c2ccccc12 (stereo not drawn)	-0.2	18	8	0	-2	4.4	5	6	-32	17	2
CC1CCN(S(=O)(=O)c2ccc(C(=O)Nc3nnc(-c4ccccn4)o3)cc2)CC1	-0.2	13	14	6	9	1.3	-33	-7	-10	-1	5
COC(=O)[C@H](CO)NS(=O)(=O)c1ccc(C)cc1	0.2	-11	1	·	-1	2.1	-1	29	-14	-2	-3
Cc1ccc(NC(=O)CN(C)C(=O)COC(=O)c2nccnc2N)cc1	0.0	-1	7	3	-3	-0.4	17	10	-12	-6	1
COc1ccc2c(c1)C1=C(CC2)C(c2ccc(C)cc2)NC(=S)N1 (stereo not drawn)	1.9	12	2	-2	-28	-0.6	-23	-30	-20	17	16
COc1cc(C2C(C#N)=C(N)N(c3cccnc3)C3=C2C(=O)CCC3)ccc1O (stereo not drawn)	0.0	-3	-13	-4	-13	0.6	2	-3	19	21	-3
CN1C[C@@H]2[C@@H]3C(=O)N(Cc4ccccc4)C(=O)[C@@H]3[C@](Cc3ccccc3)(C1=O)N2C(=O)c1ccccc1	0.0	-20	5	·	8	-0.4	-7	0	2	3	10
COc1cc(NC(=O)CSc2nccc(=O)[nH]2)c(C)cc1[N+](=O)[O-]	-0.2	12	22	1	-10	-1.3	-24	-9	-1	-9	-13
COC(CNC(=O)c1ccc2c(=O)n(Cc3ccc(Cl)cc3)c(=S)[nH]c2c1)OC	0.1	9	-32	·	40	0.1	-27	-1	-1	-1	-2
Cc1nn(CCCC(=O)NC(C)c2ccccc2)c(=O)c2nn(-c3ccccc3)c(C)c12 (stereo not drawn)	-0.1	14	18	1	10	-0.4	8	-6	2	-10	18
O=C(O)/C=C/C(=O)Nc1ccc2nccnc2c1	0.0	-68	-82	0	15	0.3	-26	3	3	-7	-50
O=C(c1ccc([N+](=O)[O-])cc1)N(Cc1ccc(Cl)cc1)N1C(=O)CCCC1=O	-0.2	24	16	-3	8	-1.9	-10	-2	0	-7	-4
COc1ccc(CN(C(=S)Nc2ccccc2)C2CC(=O)N(c3ccc(F)cc3)C2=O)cc1 (stereo not drawn)	0.0	3	-13	-1	13	7.7	-24	0	14	3	9
c1ccc2c(c1)-c1nc3ccccc3cc1C2N1CCCCC1 (stereo not drawn)	1.7	-16	-218	·	26	-0.3	-62	0	-20	-31	·
COc1ccc(NC(=O)c2ccc(Cl)nc2)cc1S(=O)(=O)N1CCCCC1	-0.1	34	14	0	10	-1.5	5	-4	-15	17	7
COc1cc(/C=C/CNC[C@H]2O[C@@H](n3cnc(C(N)=O)n3)[C@H](O)[C@@H]2O)ccc1O	0.1	-4	6	·	-23	-1.3	-21	2	-2	10	12
COc1ccc(CNC(=O)c2ccc(-c3cccnc3)c3ccoc23)cc1OC	3.0	11	-9	·	38	-1.4	37	-1	3	21	·
COc1ccc2c(c1)C(NC(C)=O)C(=O)N2C (stereo not drawn)	-0.1	-6	10	-2	-14	0.6	-18	10	-13	-1	6
O=C(Nc1ccccc1)Nc1nc(-c2ccc(F)c(F)c2)cs1	0.2	-36	-82	1	15	-0.6	-79	5	-27	4	-29
Cc1ccc(OCC(=O)N/N=C/c2ccco2)cc1	0.2	-2	-31	1	3	-0.1	-20	-1	7	5	-7
COC(=O)c1cc(S(=O)(=O)N(C)c2ccc(C)c(C)c2)c[nH]1	-0.3	-4	-3	2	-24	0.0	1	4	10	12	0
CN(C)/C=C(\C#N)C(=O)N/N=C(\CC(=O)C(F)(F)F)c1ccco1	-0.1	2	14	2	13	0.8	3	2	-1	-4	18
Cc1ccc(NS(=O)(=O)c2cc(NC(=O)c3ccc4c(c3)NC(=O)CS4)ccc2Cl)c(C)c1	0.9	52*	34	0	14	0.0	-31	7	-16	66*	-3
Cc1ccc(S(=O)(=O)c2c(C)nn(-c3ccccc3)c2OC(=O)c2ccco2)cc1	-0.1	22	16	-2	-5	-1.8	-4	-8	-4	-4	12
O=S(=O)(N/N=C\c1ccc2c(c1)OCO2)c1ccc(Cl)cc1	0.1	-1	5	4	-18	0.2	5	16	-21	-12	0

Sorted by count of non-hydrogen atoms (descending): 3 of the compounds above
SMILES	aDG glyco up	Peg3 prom inh	HIF-2a block	NR2E3 ag-1	Shn3 inh set2	iPSC survival up	NR2E3 ag-2	KKLEB tox	CF NFkB block	TWEAK Fn14 block	MITF TRPM1 inh
COc1cc(/C=C/CNC[C@H]2O[C@@H](n3cnc(C(N)=O)n3)[C@H](O)[C@@H]2O)ccc1O	0.1	-4	6	·	-23	-1.3	-21	2	-2	10	12
COc1ccc(NC(=O)c2ccc(Cl)nc2)cc1S(=O)(=O)N1CCCCC1	-0.1	34	14	0	10	-1.5	5	-4	-15	17	7
Cc1ccc(OCC(=O)N/N=C/c2ccco2)cc1	0.2	-2	-31	1	3	-0.1	-20	-1	7	5	-7

(list continues)
SMILES	aDG glyco up	Peg3 prom inh	HIF-2a block	NR2E3 ag-1	Shn3 inh set2	iPSC survival up	NR2E3 ag-2	KKLEB tox	CF NFkB block	TWEAK Fn14 block	MITF TRPM1 inh
CC(=O)c1ccc(S(=O)(=O)N2CCN(C(=O)c3ccc(-n4nc(C)c(Cl)c4C)cc3)CC2)cc1	0.6	17	-11	1	75	0.1	19	17	-22	21	14
CCOc1ccc(NC(=O)c2cccc3c2C(=O)N(Cc2cccnc2)C3)cc1	0.8	-81	-156	3	-54	-2.6	-37	-9	9	-2	-46
C/C(=N\NC(=S)NC1CCCCC1)c1cccc(C(F)(F)F)c1	0.5	12	-15	-6	-6	-0.4	-11	-8	15	-13	20
Cc1nn(-c2ccccc2)c2sc(C(=O)NNC(=O)COc3cccc4ccccc34)cc12	0.2	17	-2	5	17	2.7	-22	-15	4	2	8
COc1ccc(CN(C)C(=O)CCN2C(=O)c3ccccc3C2=O)c(OC)c1OC	-0.1	8	6	2	-1	-0.8	-7	4	8	-7	7
COC(=O)c1ccc2nc(C3CCCCC3)c(Cc3ccccc3C(F)(F)F)n2c1	0.2	33	10	·	4	-0.9	-2	-7	8	-17	·
CC(C)Cc1nc(SCC(=O)N2CCCCC2)c2c(=O)n(C)c(=O)n(C)c2n1	0.3	29	16	5	3	-0.2	-19	8	-4	0	-14
O=C(CSc1ccccn1)C12CC3CC(CC(C3)C1)C2	0.3	-7	-21	-2	5	-3.9	-30	-9	-3	-44	-9
NS(=O)(=O)c1ccc(CCNC(=O)CNS(=O)(=O)c2cccc(Br)c2)cc1	-0.2	13	13	-1	-19	0.8	-8	1	2	-6	13
O=C(NCC(=O)N1CCN(c2ccccn2)CC1)c1ccc(Br)o1	-0.1	5	-14	5	12	-0.3	-14	-4	-2	1	1
COc1ccc(C2C(C#N)=C(SCC(=O)Nc3ccc(C)cc3)NC3=C2C(=O)CC(C)(C)C3)cc1 (stereo not drawn)	2.3	14	9	1	27	2.3	20	16	-14	37	13
O=c1[nH]n(Cc2ccccc2)c2ccccc12	-0.1	12	18	-5	-9	0.0	-1	13	-7	4	8
CCn1c(SCC(=O)Nc2cc(C)on2)nc2c([nH]c3ccccc32)c1=O	-0.2	38	16	0	33	1.2	-26	10	-12	-17	20
CCN(CC(=O)Nc1ccc(NC(C)=O)cc1)Cc1c(O)ccc2cc(Br)ccc12	-0.1	4	30	12	10	-0.5	-20	6	8	21	-6
COc1cccc(CNC(=O)N2CCN(c3ccccc3C)CC2)c1	0.0	6	-4	1	10	-0.2	5	-1	3	9	-5
CC1CN(C(=O)COC(=O)c2cc(Cl)ccc2Cl)CC(C)O1 (stereo not drawn)	0.2	7	17	0	-14	0.5	2	11	-6	-3	12
COc1ccc(-c2cc(=O)c3ccccc3o2)cc1	0.2	-207	-213	1	-67	-2.0	-118	3	-36	-21	-68
